# Source: PubChem
# CAL PDZ FP-1: inhibitors of human CAL PDZ peptide binding; AID 602252; inhibition, % at 24.9 µM; 0.92% of 300,000 active; Q9HD26; purified CAL PDZ, TMR-peptide fluorescence polarization, 1 h;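 active = mean inhibition of at least 30% with at least half of replicates also reaching 30%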;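 note: 0% = DMSO neutral control and 100% = excess unlabeled competitor peptide PRC23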
# E coli growth: counter-screen for AddAB inhibitors: E. coli growth inhibition. E. coli V3065 growth, OD600 absorbance, 18 h. inhibition, % at 11.9 µM. 0.27% of 330,000 active. AID 449728;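 active = inhibition above the campaign's mean inhibition across all tested compounds plus 3 SD, cut at about 9.9% in these data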;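 note: uninfected addAB+ strain grown without phage in ampicillin broth; 0% = DMSO wells and 100% = ciprofloxacin 0.95 µg/ml wells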
# SR-BI DiI-HDL act: SR-BI HDL lipid transfer activation. CHO ldlA[mSR-BI] cells, DiI-HDL uptake fluorescence, 3 h; 100 = double the neutral-control signal. activation, % at 12.5 µM. 0.096% of 320,000 active;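 active = mean replicate activation of at least 60% and every replicate at or above 60%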;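 note: 0% = median plate neutral-control signal and 100% = twice that signal; values of inactives mirror those of a sister screen read the other way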
#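 Assay system: CHO ldlA[mSR-BI] cells, LDL receptor-null, SR-BI overexpressing; medium: Ham's F12 with 0.5% BSA, HEPES 25 mM, pH 7.4; also added: DiI-HDL 10 µg/mL; timing: 3 h uptake period with compound, 37 °C; signal: DiI fluorescence, bottom read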
# phage Ecoli inh: E. coli growth loss with phage present. growth absorbance. inhibition, % at 11.9 µM. 0.26% of 360,000 active; in the data active = inhibition above about 11%
# AddAB inh: less growth of phage-infected E. coli with AddAB. E. coli expressing H. pylori AddAB, absorbance growth. inhibition, % at 11.9 µM. 0.29% of 330,000 active. AID 435030; in the data active = inhibition above about 12%;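 note: 0% = vehicle wells of infected cells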
# Tat transport: blocks Tat-dependent protein export in E. coli. E. coli MC4100 TorA-mCherry Tat export, fluorescence. inhibition, % at 10 µM. 0.036% of 340,000 active;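 active = mean replicate inhibition at least 50% and at least half of replicates individually reaching 50%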;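 note: exported cargo escapes ClpAP degradation while cytoplasmic cargo is degraded and loses fluorescence; 0% = median of neutral control wells and 100% = median of NaSCN control wells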
# SR-BI DiI inh: mouse SR-BI HDL lipid transfer inhibition; inhibition, % at 12.5 µM; 0.96% of 320,000 active; AID 488896; ldlA[mSR-BI] CHO cells, DiI-HDL uptake fluorescence, 3 h; Q61009;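 active = mean replicate inhibition of at least 70% and a set share of replicates each scoring 70 or more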;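 note: 0% = median of neutral control wells and 100% = median of positive control wells; values of inactives mirror those of a sister screen read the other way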
# Target sequence (Q61009 whole entry, looked up): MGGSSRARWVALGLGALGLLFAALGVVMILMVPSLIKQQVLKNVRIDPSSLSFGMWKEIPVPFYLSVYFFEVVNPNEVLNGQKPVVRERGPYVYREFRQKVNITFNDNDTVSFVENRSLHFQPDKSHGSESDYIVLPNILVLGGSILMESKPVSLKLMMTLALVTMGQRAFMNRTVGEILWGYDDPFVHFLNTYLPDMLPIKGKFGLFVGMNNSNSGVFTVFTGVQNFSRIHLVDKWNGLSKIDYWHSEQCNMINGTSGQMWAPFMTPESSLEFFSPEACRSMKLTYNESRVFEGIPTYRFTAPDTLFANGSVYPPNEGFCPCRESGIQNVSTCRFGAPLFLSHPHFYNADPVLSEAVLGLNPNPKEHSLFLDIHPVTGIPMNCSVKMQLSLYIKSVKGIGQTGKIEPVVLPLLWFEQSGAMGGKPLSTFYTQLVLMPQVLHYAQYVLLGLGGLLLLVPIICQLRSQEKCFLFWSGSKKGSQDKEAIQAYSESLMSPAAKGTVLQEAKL
# Wnt act: Wnt/beta-catenin pathway activation. 1.2% of 300,000 active. AID 743398. activation, % at 9.35 µM. Wnt/beta-catenin reporter cell assay, activator, plate reader; in the data active = activation above about 30%, passing the limit was not always enough;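 note: 0% = neutral control wells and 100% = positive control wells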
# MITF TRPM1 HTS: MITF TRPM1 promoter activation in melanoma cells. SK-MEL-5 TRPM1-promoter luciferase, 24 h; % of positive control, neutral wells = 0. activation, % at 12.5 µM. 0.75% of 300,000 active;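 active = mean activation of at least 80% with every replicate also reaching 80%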;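 note: 0% = neutral control wells and 100% = parthenolide positive control wells; values of inactives mirror those of a sister screen read the other way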
# CAL PDZ FP-2: blocks peptide binding to human CAL PDZ domain | purified CAL PDZ, TMR-peptide fluorescence polarization, 1 h | inhibition, % at 20 µM | 0.02% of 330,000 active | AID 504414;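 active = highest replicate inhibition of at least 40%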;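 note: plate controls were DMSO neutral control wells for no effect and unlabeled competitor peptide control wells for full effect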
#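 Control set: unlabelled peptide and DMSO controls / Material: purified CerCALP PDZ construct / Timing: 1 h incubation at room temperature before polarization reading / Doses: 20 µM, one dose / Detection: fluorescence polarization (mP)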
# * = called active by the depositor; / = no result given. No enrichment for hits, and some 3.6% of all compounds hit somewhere here.
SMILES,CAL PDZ FP-1,E coli growth,SR-BI DiI-HDL act,phage Ecoli inh,AddAB inh,Tat transport,SR-BI DiI inh,Wnt act,MITF TRPM1 HTS,CAL PDZ FP-2
O=C1c2ccccc2NC(c2ccc(Br)s2)N1O (centres undefined),/,4.8,/,4.3,4.9,/,/,2,/,/
O=C(CNc1ccc(F)cc1)N/N=C1\CCc2ccccc21,3,1.9,12,3.6,3.9,-5,-12,-1,14,-0.2
O=C(Nc1cccc2cccnc12)c1cccc(Cl)c1,0,0.2,-6,0.9,0.3,4,6,5,32,-1.8
COc1ccc(-n2nc(C)c3onc(C)c3c2=O)cc1,/,2.3,/,0.8,1.1,/,/,2,/,/
Clc1ccc(SCNc2ccccc2Cl)cc1,1,1.1,36,0.6,0.1,-2,-36,3,-11,0.3
Cc1cc(C)c2nc(N3CCCN(C(=O)c4cnccn4)CC3)c(C#N)cc2c1,-2,0.0,-7,0.8,1.9,2,7,/,/,-1.4
COc1ccc(-c2ccc(-c3nnc(-c4cc(OC)ccc4OC)o3)cc2)cc1,/,-2.4,-51,2.2,-0.3,-3,51,/,-1,-0.8
CN(c1ccccc1)S(=O)(=O)c1ccc(C(=O)NCc2ccccc2F)cc1,-1,-0.5,-36,3.1,0.1,5,36,-2,-5,-0.3
O=C(/C=C/c1cccs1)c1ccc(Br)cc1,0,1.2,-14,1.7,-0.2,-6,14,/,20,0.0
COc1cccc(CNC(=O)C(CC(C)C)NC(=O)c2ccccc2C)c1 (centres undefined),/,-0.9,23,-0.7,-0.9,0,-23,1,16,-0.8
COc1ccc(OC)c(N(CC(=O)NC2CCCC2)S(=O)(=O)c2ccc(OC)c(OC)c2)c1,-4,-0.7,5,3.6,0.4,6,-5,1,13,-0.5
COc1ccccc1CCC(=O)N(CCC1=CCCCC1)c1c(N)n(Cc2ccccc2)c(=O)[nH]c1=O,1,-0.4,-30,3.5,0.0,3,30,-1,-16,-1.6
Cc1cc(OC(C)C(=O)N(Cc2cccs2)C2CCS(=O)(=O)C2)ccc1Cl (centres undefined),/,-2.3,-4,2.5,-2.5,-2,4,-1,11,-0.7
CC(NC(=O)CCn1nc(-c2ccc(Cl)cc2)ccc1=O)c1ccccc1 (centres undefined),-5,1.8,4,2.5,0.6,0,-4,0,-7,-2.8
Cc1cc(O)c(C(=O)Cc2csc(C)n2)c(O)c1,/,4.4,-2,4.9,5.4,-2,5,-1,71,0.0
CN(C)c1ccc(C(=O)C(O)c2ccccc2Cl)cc1 (centres undefined),2,/,19,0.9,/,-1,-19,-5,-8,0.3
COC(=O)c1nc(-c2ccccc2)nc(-c2ccccc2)c1C(=O)OC,/,-1.1,/,0.8,0.1,/,/,-2,/,/
Cc1ccc2c(c1)N(CC(=O)N1CCc3ccccc3C1)C(=O)CO2,/,0.4,9,2.0,1.4,-3,-9,/,-12,-2.6
CC1CCc2cc(F)ccc2N1C(=O)C1(C)CC1(Cl)Cl (centres undefined),/,-0.7,-2,2.3,-0.4,-6,2,/,14,-2.0
CCCCN1CCCCC1C(=O)Nc1c(C)cccc1C (centres undefined),-2,-1.1,6,3.0,-3.5,9,-6,4,-4,-1.7
Nc1nc(N)c2[nH]c(=S)[nH]c2n1,6,/,-3,2.0,/,-3,3,-4,-4,0.2
Cc1cccn2c(=O)nc(SCC(=O)c3ccccc3)nc12,-4,-1.3,-6,4.0,-0.3,2,6,21,47,-1.0
COc1ccccc1-n1cn[nH]c1=S,1,-0.6,-4,2.8,1.4,7,4,3,13,-0.8
CC(Sc1nc(-c2ccccc2)cc(C(F)(F)F)n1)C(=O)Nc1sc2c(c1C(N)=O)CCC2 (centres undefined),-5,3.9,-15,1.2,5.2,0,15,/,11,-3.0
CC(=O)C1=C(O)C(=O)N(Cc2ccco2)C1c1cccc(F)c1 (centres undefined),-3,1.1,40,4.4,3.2,-6,-40,-1,2,/

# Overlap with the part before: three compounds; new compounds follow.
SMILES,CAL PDZ FP-1,E coli growth,SR-BI DiI-HDL act,phage Ecoli inh,AddAB inh,Tat transport,SR-BI DiI inh,Wnt act,MITF TRPM1 HTS,CAL PDZ FP-2
COc1ccccc1-n1cn[nH]c1=S,1,-0.6,-4,2.8,1.4,7,4,3,13,-0.8
CC(Sc1nc(-c2ccccc2)cc(C(F)(F)F)n1)C(=O)Nc1sc2c(c1C(N)=O)CCC2 (centres undefined),-5,3.9,-15,1.2,5.2,0,15,/,11,-3.0
CC(=O)C1=C(O)C(=O)N(Cc2ccco2)C1c1cccc(F)c1 (centres undefined),-3,1.1,40,4.4,3.2,-6,-40,-1,2,/
CC(NNC(=S)N1CCN(c2ccccn2)CC1)c1nccc2ccccc12 (centres undefined),-2,/,-28,7.8,/,-6,28,-4,-85,-1.3
COc1ccc2c(c1)cc(C(=O)N[C@@H](Cc1ccccc1)C(=O)N[C@@H](C)C(=O)O)n2C,-2,-0.2,-37,1.8,0.6,-2,37,-2,-8,/
S=C(Nc1cccc(Cl)c1)Nc1ccc2cn[nH]c2c1,0,-0.9,-13,4.0,11,-5,13,8,24,-1.8
CCc1ccccc1NC(=O)Cc1ccc(-n2cccc2)cc1,4,-1.0,-17,5.2,3.2,-11,17,/,-9,-0.2
Cc1ccc(C)c(CN2CCC(n3nccc3NC(=O)CCCc3ccccc3)CC2)c1,2,1.5,-40,2.2,2.7,6,40,0,4,-1.5
CCc1cccc(NC(=O)CCCn2nc(CC)n3c(cc4occc43)c2=O)c1,-6,-0.8,-53,0.5,1.2,2,53,3,-13,-2.6
Cn1cc(CCCC(=O)NCc2ccc(F)cc2)c2ccccc21,-2,/,20,1.0,/,-3,-20,2,-7,0.6
COc1ccc(C2=NC(=O)/C(=C\c3cc(OC)c(OC)c(OC)c3)O2)cc1,-4,-1.6,34,4.0,3.9,3,-34,/,0,0.1
CCOc1ccc(NC(=S)NC(C)C(c2ccccc2)N2CCN(C)CC2)cc1 (centres undefined),1,0.5,-7,-2.6,0.2,-3,7,-1,4,-1.0
COC(=O)c1ccc(NC(=O)C2C3C=CC(C3)C2C(=O)O)cc1 (centres undefined),7,0.7,-3,1.0,-0.9,-2,3,-1,-7,0.0
Cc1c(N(C)C(=O)C2CCCN2S(=O)(=O)c2ccccc2)c(=O)n(-c2ccccc2)n1C (centres undefined),8,-1.2,30,1.4,-2.1,0,-30,-2,13,-0.1
O=C(NCc1ccccc1)c1cc(=O)[nH]c2ccccc12,-1,-3.0,5,2.7,0.7,2,-5,-6,-3,-0.7
CN(c1ccccc1)S(=O)(=O)c1ccc(NC(=O)C2CCCCC2C(=O)O)cc1 (centres undefined),0,-1.0,29,4.8,2.4,-3,-29,/,-10,-0.3
CN(CCCNC(=O)CSc1cc(=O)n(C)c2cc(Cl)ccc12)Cc1ccccc1,1,-0.9,-8,4.6,2.6,-4,8,0,-9,-2.2
CN(C)c1nc(N(C)C)nc(N(C#N)CCOc2ccccc2)n1,-1,0.0,-9,0.7,-0.8,8,9,/,3,-1.3
CSCCC(NC(=O)c1ccccc1Br)C(=O)NCCCn1nc(C)cc1C (centres undefined),0,-2.2,15,1.8,-0.7,-8,-15,-1,-4,-1.4
Cc1cc(NC(=O)c2ccco2)c(=O)n(Cc2cccc(C(F)(F)F)c2)c1,-2,-0.6,/,0.5,2.0,9,/,-2,-4,-2.9
Cc1cc(NC(=O)/C=C/c2ccc(Br)cc2)no1,-3,4.2,-35,1.8,3.2,4,35,18,42,0.3
CCc1ccc(NC2=NCC(=O)N2Cc2ccc3c(c2)OCO3)cc1,-1,0.2,17,-0.3,3.4,6,-17,-6,-13,/
CCS(=O)(=O)N1Cc2ccccc2CC1C(=O)Nc1cccc(S(=O)(=O)N(C)C)c1 (centres undefined),-3,-0.6,-20,-0.4,1.6,2,20,1,7,0.7
O=C1C=CC2(O[C@H](c3ccccc3)[C@@H](c3ccccc3)O2)[C@H](Sc2ccccc2O)C1,-2,/,-12,0.0,/,-7,12,-6,-94,0.0
Cc1cccc(NC(=O)CSCC(=O)N2CCCc3ccccc32)c1,1,2.6,18,6.0,1.4,-10,-18,4,-5,-2.6
Cc1cccc(C(=O)O/N=C2\CCCc3ccccc32)c1,-2,1.7,-2,1.2,2.6,1,2,/,/,-0.1
FC(F)(F)c1cnc(Sc2nc3nccc(-c4ccc(Cl)cc4)n3n2)c(Cl)c1,/,0.5,-39,0.6,1.6,0,39,/,3,-2.8
Cc1cc(C)n(CC(=O)O)n1,-3,-1.1,11,0.6,1.1,-1,-11,-3,0,-0.9

# Looked up by compound from above (3):
SMILES,CAL PDZ FP-1,E coli growth,SR-BI DiI-HDL act,phage Ecoli inh,AddAB inh,Tat transport,SR-BI DiI inh,Wnt act,MITF TRPM1 HTS,CAL PDZ FP-2
CCS(=O)(=O)N1Cc2ccccc2CC1C(=O)Nc1cccc(S(=O)(=O)N(C)C)c1 (centres undefined),-3,-0.6,-20,-0.4,1.6,2,20,1,7,0.7
Cn1cc(CCCC(=O)NCc2ccc(F)cc2)c2ccccc21,-2,/,20,1.0,/,-3,-20,2,-7,0.6
CN(CCCNC(=O)CSc1cc(=O)n(C)c2cc(Cl)ccc12)Cc1ccccc1,1,-0.9,-8,4.6,2.6,-4,8,0,-9,-2.2

# Additional compounds:
SMILES,CAL PDZ FP-1,E coli growth,SR-BI DiI-HDL act,phage Ecoli inh,AddAB inh,Tat transport,SR-BI DiI inh,Wnt act,MITF TRPM1 HTS,CAL PDZ FP-2
COC(=O)[C@H](CCSC)NC(=O)c1cc2c(cn1)[nH]c1ccccc12,-2,-2.1,-8,0.0,-1.5,-7,8,12,0,-2.0
Cc1cc(N2CCN(C3CCCCC3)CC2)nc2cccc(O)c12,/,0.8,8,0.5,3.1,2,-7,-4,/,0.6
CC(=O)Nc1ccc(S(=O)(=O)CCC(=O)O)cc1,-9,0.9,29,1.7,0.3,7,-29,0,-2,1.0
O=C(NCCN1CCOCC1)c1cc(-c2ccc(Cl)c(Cl)c2)on1,/,-0.6,-9,0.1,1.0,-2,9,-1,-2,-1.3
Nc1ccc(-n2nnnc2CN2CCOCC2)cc1,5,-1.0,39,1.1,3.0,-8,-39,2,-3,1.1
Cc1ccc(O)c(-c2cc(C(F)(F)F)[nH]n2)c1,-2,2.7,-17,2.2,1.8,-13,17,/,13,-3.3
COC(=O)CSc1nc(N)c(C#N)c(C(C)C)c1C#N,2,-1.4,16,1.9,-0.3,24,-16,/,/,-2.7
NC(=O)C1CC(=O)N(c2ccc(OCc3ccc(F)cc3)cc2)C1 (centres undefined),-2,0.6,-6,2.7,0.8,8,6,17,71,/
